Source: PubChem
PME-1 primary – blocks human protein phosphatase methylesterase 1; Q9Y570; recombinant PME-1, FP-Rh probe fluorescence polarization; inhibition, % at 5.9 µM; 320,000 tested, 0.53% active; AID 2130;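 active = inhibition above the campaign mean of all compounds plus 3 SD, cut at about 26% in these data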;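 note: competitive labeling of PME-1 active site by serine hydrolase directed probe; 0% = PME-1 with DMSO and 100% = wells lacking PME-1 enzyme; inhibitors block probe labeling so polarization falls and inhibition rises; many of its hits are not listed in these tables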
MEX-5 binding – C. elegans MEX-5 TCR-2 RNA binding activity; activity score (negative = inhibition of binding), % at 10 µM; 300,000 tested, 0.38% active; Q9XUB2; MEX-5/FITC-TCR2 RNA binding, fluorescence polarization; stronger effect = lower value;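 active = inhibition past about -25% in most replicates, and total fluorescence under double the plate's negative control median, limit read from the data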;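 note: 0% = DMSO and -100% = 5 µM competing unlabeled TCR2 RNA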
Target sequence (Q9XUB2 whole entry, looked up): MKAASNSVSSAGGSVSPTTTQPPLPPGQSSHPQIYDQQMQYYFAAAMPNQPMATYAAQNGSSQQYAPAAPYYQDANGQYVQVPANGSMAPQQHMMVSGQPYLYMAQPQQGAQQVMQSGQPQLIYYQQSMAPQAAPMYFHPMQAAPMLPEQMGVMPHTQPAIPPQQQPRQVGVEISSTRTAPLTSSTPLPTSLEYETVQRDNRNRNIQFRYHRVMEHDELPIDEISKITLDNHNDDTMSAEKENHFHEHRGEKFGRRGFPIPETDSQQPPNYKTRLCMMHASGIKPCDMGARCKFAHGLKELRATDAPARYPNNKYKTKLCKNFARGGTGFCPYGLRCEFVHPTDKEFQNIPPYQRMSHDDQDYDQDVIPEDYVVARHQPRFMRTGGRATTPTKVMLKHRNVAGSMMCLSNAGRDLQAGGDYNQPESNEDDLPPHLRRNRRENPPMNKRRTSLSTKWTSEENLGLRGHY
GSTO1 inh – counter-screen for RBBP9 inhibitors: inhibitors of human GSTO1 | P78417 | recombinant GSTO1, activity-based probe fluorescence polarization | inhibition, % at 5.96 µM | 300,000 tested, 1.1% active | AID 1974;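 active = inhibition above the campaign mean inhibition plus 3 SD, cut at about 35% in these data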;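 note: 0% = GSTO1-1 with DMSO and 100% = wells lacking GSTO1-1 enzyme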
TPT1 inh – blocks Candida albicans tRNA 2'-phosphotransferase; recombinant caTPT1, FP RNA substrate dephosphorylation; inhibition, % at 5 µM; 300,000 tested, 0.81% active;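 active = inhibition above the mean of all tested compounds plus 3 SD, set per screening campaign, cut at about 24% in these data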;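 note: plate controls were DMSO alone for no effect and ferristatin control at 100 nM for full effect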
GLD-1 TGE inh – GLD-1-TGE RNA interaction inhibition (C. elegans); Q17339; purified GLD-1 + fluorescein TGE RNA, fluorescence polarization; inhibition, % at 5.96 µM; 320,000 tested, 0.44% active; AID 2280;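 active = percent inhibition above a per-plate cutoff, the plate mean of test compounds plus 3 SD, cut at about 30% in these data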;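 note: 0% = DMSO wells with GLD-1 and probe and 100% = wells lacking GLD-1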
PAD4 FP inh – inhibitors of human PAD4 | Q9UM07 | recombinant PAD4, RCA probe fluorescence polarization | inhibition, % at 6.36 µM | 330,000 tested, 0.41% active | AID 485272;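 active = percent inhibition above a cutoff equal to the mean of all tested compounds plus 3 SD, cut at about 15% in these data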;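 note: 0% = PAD4 with RCA probe and DMSO and 100% = probe without PAD4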
Fam108B inh – counter-screen for RBBP9 inhibitors: inhibitors of mouse Fam108B | 300,000 tested, 0.33% active | recombinant Fam108B, FP-Rh probe fluorescence polarization | inhibition, % at 9.51 µM | AID 1947;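 active = inhibition above the screen mean inhibition plus 3 SD, computed separately per campaign, cut at about 18% in these data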;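 note: inhibitors lower polarization as less probe binds the enzyme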
MCL1-BIM inh – inhibitors of human MCL1 binding to BIM-BH3 peptide. Q07820. GST-MCL1 / FITC-Bim-BH3 fluorescence polarization. inhibition, % at 10.9 µM. 320,000 tested, 0.68% active;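 active = inhibition above the mean inhibition of all tested compounds plus 3 SD, set per campaign, cut at about 40% in these data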;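 note: 0% = DMSO wells and 100% = unlabeled Bim-BH3 peptide control; higher means more loss of mP so more displacement of Bim peptide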
Target sequence (Q07820 whole entry, looked up): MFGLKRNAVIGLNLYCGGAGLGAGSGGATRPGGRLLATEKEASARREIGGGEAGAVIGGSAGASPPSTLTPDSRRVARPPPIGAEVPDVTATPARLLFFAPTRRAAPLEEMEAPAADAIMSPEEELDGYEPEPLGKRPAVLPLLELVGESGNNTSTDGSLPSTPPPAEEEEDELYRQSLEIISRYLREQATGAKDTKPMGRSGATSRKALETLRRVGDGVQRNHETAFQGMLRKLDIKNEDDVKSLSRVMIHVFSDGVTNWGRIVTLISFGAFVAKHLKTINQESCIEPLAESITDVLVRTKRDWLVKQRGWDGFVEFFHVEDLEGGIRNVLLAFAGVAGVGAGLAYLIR
Bcl-xL primary – Bcl-xL (human) inhibition | GST-Bcl-xL / FITC-Bim BH3 peptide fluorescence polarization | inhibition, % at 10.9 µM | 320,000 tested, 0.7% active | AID 2129;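 active = inhibition above the mean of all tested compounds plus 3 SD, cutoff set per campaign, cut at about 30% in these data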;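 note: 0% = DMSO wells and 100% = unlabeled Bim-BH3 peptide competitor; inhibitors lower millipolarization by displacing the labeled peptide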
Target sequence (Q07817 whole entry, looked up): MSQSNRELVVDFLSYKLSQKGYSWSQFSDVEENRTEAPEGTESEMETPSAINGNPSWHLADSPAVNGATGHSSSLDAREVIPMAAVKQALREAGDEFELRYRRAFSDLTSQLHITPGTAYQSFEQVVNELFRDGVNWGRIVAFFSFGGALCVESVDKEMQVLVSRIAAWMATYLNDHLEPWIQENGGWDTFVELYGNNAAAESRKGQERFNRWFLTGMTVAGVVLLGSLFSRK
An asterisk follows results filed as active; · = not tested or not shown. An excerpt (hit frequency here may not be typical).

SMILES	PME-1 primary	MEX-5 binding	GSTO1 inh	TPT1 inh	GLD-1 TGE inh	PAD4 FP inh	Fam108B inh	MCL1-BIM inh	Bcl-xL primary
COC(=O)c1ccc(CN2CCC(CO)(Cc3ccc(OC)cc3)CC2)cc1	3	1.3	8	0	0	0	0	6	6
Cc1ccc(CN(C)C(=O)CCc2c[nH]c3ccccc23)o1	1	-3.1	14	-4	2	1	2	-7	3
O=C(Nc1c(C(=O)N2CCC(N3CCCCC3)CC2)oc2ccccc12)c1c(F)cccc1F	4	-0.1	5	2	3	6	-1	15	5
Cc1sc(NC(=O)CSc2nnnn2C(C)C)c(C#N)c1C	-2	-3.1	6	-2	-7	-4	2	3	10
Cc1ccc(S(=O)(=O)CCC(=O)Nc2nnc(CC(C)C)s2)cc1	0	-7.1	5	2	-6	-3	-1	4	0
Nc1nonc1-n1nnc(C(=O)N/N=C/c2ccncc2)c1CSc1ccccc1	-10	2.4	-7	0	2	0	-1	-13	1
COc1ccc2ccc3c(c2c1)N=CC1(O3)N(C)c2ccccc2C1(C)C (stereo not drawn)	9	1.0	90*	-4	7	59*	3	54*	36*
O=c1ccn(CCc2c[nH]c3ccccc23)c2c1CCCC2	2	1.2	2	-1	-1	-5	-1	2	-1
Cc1sc2nc(CN(C(=O)NCc3ccccc3)C3CCCC3)[nH]c(=O)c2c1C	3	-3.5	-3	-2	3	-1	-3	7	4
COc1ccc(S(=O)(=O)CC(O)CN2CCCC2=O)cc1 (stereo not drawn)	-5	-0.2	-3	-4	-1	3	1	3	1
CCOC(=O)c1c(O)cc(C)cc1Nc1ccccc1	1	1.5	-3	-1	-4	-4	-2	6	5
COc1ccc2[nH]c(=O)c(CN(C(=O)c3cccnc3)c3cc(C)ccc3C)cc2c1	3	2.0	0	0	2	-6	0	0	5
O=C(NCCCCc1ccccc1)C1CCCC1	-2	0.1	-1	-2	-1	2	1	7	4
COc1ccc(-c2nc(C#N)c(NCCc3ccccc3)o2)cc1OC	9	-1.1	-7	-3	6	-2	11	-2	2
CCCNC(=O)C1CC(c2ccccc2C(F)(F)F)=NO1 (stereo not drawn)	1	-1.7	-1	1	-5	-3	3	8	9
COc1ccc(CCC(=O)NCCS(=O)(=O)N2CCN(c3ccccc3OC)CC2)cc1	0	-1.0	0	-4	2	5	6	-1	4
COc1cc(S(=O)(=O)N(Cc2ccco2)C2CCCC2)ccc1-n1cnnn1	11	0.5	13	2	2	1	2	3	0
COc1cc(-c2n[nH]c(=S)n2C(C)c2ccccc2)cc(OC)c1OC (stereo not drawn)	-5	-3.4	-3	-1	-5	-3	6	-13	-3
CC(C)c1ccc(NC2CCCN(C(=O)c3ccccc3-c3ncc[nH]3)C2)cc1 (stereo not drawn)	4	1.5	12	4	-5	2	3	8	6
COc1ccc(-c2cc(C(F)(F)F)nc(SCC(=O)Nc3sc4c(c3C#N)CCC4)n2)cc1	-2	0.4	1	0	5	2	-3	9	3
Cc1cccc(C2CC(c3ccccc3)Nc3nc(N)nn32)c1 (stereo not drawn)	-5	-1.8	6	-1	1	-2	-1	5	4
O=C(NNC(=O)c1ccc(NC(=O)c2ccccc2)cc1)Nc1ccccc1	-5	-2.3	0	0	6	1	-2	3	2
O=C(COc1ccccc1Cl)Nc1ccc2c(c1)OCCO2	2	2.3	-8	1	-3	-1	0	13	4
CCC1(c2ccc(F)cc2)NC(=O)N(CC(=O)NC2CC2)C1=O (stereo not drawn)	-2	-1.3	3	-2	1	1	-4	-1	4
O=C(NCC(=O)N(c1ccccc1)C(C(=O)NC1CCCC1)c1cccnc1)c1cccs1 (stereo not drawn)	-5	-0.4	4	10	3	-2	-3	-5	12
Cn1cc(Cl)c(C(=O)Nc2nc3ccccc3s2)n1	0	1.8	4	0	4	-1	0	9	4
Cc1ccccc1CCN(C(=O)Cn1nnc2ccccc21)C(C(=O)NCC1CCCO1)c1nc2ccccc2n1C (stereo not drawn)	-6	-3.9	-5	1	3	0	2	0	-2
C=CCN(C(=O)CNS(=O)(=O)c1ccccc1)C(C(=O)NCCOC)c1ccncc1 (stereo not drawn)	-5	-2.5	17	-2	3	3	-5	5	2
CC(C)OCCCNC(=O)Cc1ccc(Br)cc1	8	1.7	1	-2	-3	2	7	2	2
CC(=O)c1sc(N)c(C(=O)OC(C)C)c1C	6	-2.9	6	-2	0	2	-3	0	-2
Cc1ccc(S(=O)(=O)N2CCC(C(=O)NNC(=O)c3cccnc3)CC2)cc1	-2	3.4	10	0	-6	-4	1	-1	3
Cc1nc2ccc(S(=O)(=O)NCC(=O)N3CCN(c4ccccn4)CC3)cc2s1	-1	1.4	-4	-2	7	0	2	8	7
Cc1ccc(S(=O)(=O)N2CCN(CC(=O)N/N=C\c3ccc(Cl)c([N+](=O)[O-])c3)CC2)cc1	8	-0.8	-1	-2	-2	1	0	9	4
COc1ccc(CCNC(=O)CSc2nc3ccccc3c3nc(CCN4CCCCC4)nn23)cc1OC	-2	0.4	10	-1	3	0	0	1	-3
CCCN1C2CCCC1CC(NC(=O)c1ccc(Br)cc1)C2 (stereo not drawn)	-7	0.6	7	2	4	-3	-1	-7	1
CCOC(=O)c1c(S(=O)(=O)NCCc2ccco2)c(C)n(C)c1C	3	-0.3	-9	-1	0	-2	3	11	6

4 entries from above in a different format:
CC(C)OCCCNC(=O)Cc1ccc(Br)cc1
  PME-1 primary: 8
  MEX-5 binding: 1.7
  GSTO1 inh: 1
  TPT1 inh: -2
  GLD-1 TGE inh: -3
  PAD4 FP inh: 2
  Fam108B inh: 7
  MCL1-BIM inh: 2
  Bcl-xL primary: 2
CC(=O)c1sc(N)c(C(=O)OC(C)C)c1C
  PME-1 primary: 6
  MEX-5 binding: -2.9
  GSTO1 inh: 6
  TPT1 inh: -2
  GLD-1 TGE inh: 0
  PAD4 FP inh: 2
  Fam108B inh: -3
  MCL1-BIM inh: 0
  Bcl-xL primary: -2
Cc1ccc(S(=O)(=O)N2CCC(C(=O)NNC(=O)c3cccnc3)CC2)cc1
  PME-1 primary: -2
  MEX-5 binding: 3.4
  GSTO1 inh: 10
  TPT1 inh: 0
  GLD-1 TGE inh: -6
  PAD4 FP inh: -4
  Fam108B inh: 1
  MCL1-BIM inh: -1
  Bcl-xL primary: 3
Cc1nc2ccc(S(=O)(=O)NCC(=O)N3CCN(c4ccccn4)CC3)cc2s1
  PME-1 primary: -1
  MEX-5 binding: 1.4
  GSTO1 inh: -4
  TPT1 inh: -2
  GLD-1 TGE inh: 7
  PAD4 FP inh: 0
  Fam108B inh: 2
  MCL1-BIM inh: 8
  Bcl-xL primary: 7

(next part)
SMILES	PME-1 primary	MEX-5 binding	GSTO1 inh	TPT1 inh	GLD-1 TGE inh	PAD4 FP inh	Fam108B inh	MCL1-BIM inh	Bcl-xL primary
Cc1oc(-c2cccc(Cl)c2)nc1CN1CCCC(C(=O)NCc2ccco2)C1 (stereo not drawn)	4	0.5	3	-1	4	0	0	1	5
CCOc1ccc(CNc2nnnn2C)cc1	-1	1.2	-5	1	-5	-4	1	-2	-1
CCc1ccc(C(=O)Nc2cc(C)ccc2F)s1	-2	-2.1	4	3	6	-3	8	-1	1
Clc1cc(/C=N\NC2=NCCN2)cc(Cl)n1	-5	·	-3	-3	3	0	1	-1	8
O=C(CS(=O)(=O)Cc1ccccc1)Nc1ccc(Cl)cn1	-6	-1.7	-6	-3	-7	-3	-7	-20	-9
O=C(CSc1nc(=O)n2cc(Cl)ccc2n1)NCCc1ccccc1	0	0.4	9	21	-1	-6	-3	-2	2
COc1cc(OC)c(OC)cc1/C=C1\CC(C)C/C(=C\c2cc(OC)c(OC)cc2OC)C1=O (stereo not drawn)	11	9.7	22	74*	-34	-6	-1	-17	-12
COc1ccc(C(OCC(O)CN(C)C2CCCCC2)c2ccc(OC)cc2)cc1 (stereo not drawn)	3	2.4	2	1	-1	-2	-5	2	0
CN(CC(=O)Nc1cccc(F)c1)CC(=O)Nc1ccc(Cl)cc1[N+](=O)[O-]	-5	0.1	-5	0	1	1	-5	9	4
Cc1c(N(C)C)nc2ccccc2c1N	0	0.7	2	-8	-2	-2	2	16	8
O=C(NCC1CC1)c1ccc2c(c1)S(=O)(=O)c1cc(Cl)ccc1C2=O	10	·	·	·	2	-2	·	5	6
Clc1ccc(-c2nnc(CSc3nnc(-c4cccs4)o3)o2)cc1	2	1.0	0	3	5	-5	-3	1	4
Clc1ccccc1Cc1noc(CN2CCCCC2c2ccccn2)n1 (stereo not drawn)	0	0.3	5	-2	5	3	0	-1	2
COc1cccc(N2CCN(c3ccc4nnc(CCC(=O)Nc5ccc(OC)c(OC)c5)n4n3)CC2)c1	-3	-1.9	7	-2	5	-5	-2	0	-4
O=[n+]1c2c(n([O-])c3cc(Br)ccc31)CCC2	-2	-0.6	13	-8	0	-8	2	18	4
CC(C)c1ccc(NC(=O)COC(=O)C2CCCCC2)cc1	-4	·	·	·	2	1	·	2	2
O=c1c2cc(N3CCOCC3)ccc2[nH]c(=S)n1Cc1ccccc1Cl	2	0.8	10	0	8	-1	1	11	3
CC(C(=O)NC1CCCC1)N(C(=O)c1ccc(-c2ccccc2)[nH]1)c1ccccc1F (stereo not drawn)	1	-0.2	-5	-2	0	-4	1	-1	-4
O=C(NCc1ccon1)c1ccc(OC2CCN(CCc3ccccc3)CC2)cc1	-3	-0.7	3	-3	11	-3	-1	-4	2
Cc1nnc(NCc2ccco2)c2ccccc12	4	0.1	10	-6	-2	2	1	11	9
Cc1cccc(-n2c(C)cc(C(=O)NC3CCCCC3)c2C)c1	-8	2.6	-4	-1	-2	1	-5	1	2
CC1(OC(=O)c2cccs2)C(=O)C=C2C=C(c3ccsc3)OC=C2C1=O (stereo not drawn)	-2	-27*	21	21	17	-9	6	27	13
COc1ccc(CN2C(=O)NC3(CCCCCC3)C2=O)cc1F	-3	1.3	0	2	1	-2	-5	-2	4
O=C(COc1cc2oc(=O)c3c(c2cc1Cl)CCC3)NCc1ccncc1	-4	0.6	1	-1	2	1	4	3	1
O=C(Nc1ccnn1C1CCN(Cc2ccc(OC(F)F)cc2)CC1)C1CCCC1	-3	4.4	2	1	-3	-3	5	4	0

7 of the entries above in order of the PME-1 primary value, ascending.
| SMILES | PME-1 primary |
| --- | --- |
| Cc1cccc(-n2c(C)cc(C(=O)NC3CCCCC3)c2C)c1 | -8 |
| O=C(COc1cc2oc(=O)c3c(c2cc1Cl)CCC3)NCc1ccncc1 | -4 |
| O=C(NCc1ccon1)c1ccc(OC2CCN(CCc3ccccc3)CC2)cc1 | -3 |
| CC1(OC(=O)c2cccs2)C(=O)C=C2C=C(c3ccsc3)OC=C2C1=O (stereo not drawn) | -2 |
| Clc1ccccc1Cc1noc(CN2CCCCC2c2ccccn2)n1 (stereo not drawn) | 0 |
| CC(C(=O)NC1CCCC1)N(C(=O)c1ccc(-c2ccccc2)[nH]1)c1ccccc1F (stereo not drawn) | 1 |
| Cc1nnc(NCc2ccco2)c2ccccc12 | 4 |
